# Screens from PubChem BioAssay.
# MKP-3 inhibition: MKP-3 phosphatase inhibitors, primary screen, biochemical, rat enzyme, in vitro (AID 425). recombinant MKP-3 phosphatase activity, fluorescence; higher % means a stronger effect. inhibition, % at 20 µM, or IC50 in µM where a hit was titrated. 0.17% of 110,000 active; in the data active means inhibition above about 50%;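 further: plate controls were vehicle for no effect and reference inhibitor for full effect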
# Hsp70 inhibitors: Hsp70 inhibitors, probe displacement, primary screen, biochemical, fluorescence polarization (AID 583); displacement, % at 20 µM, or IC50 in µM where a hit was titrated; 0.06% of 140,000 active; Hsp70 fluorescence polarization probe displacement, mP; higher % means a stronger effect; in the data active means displacement above about 50%;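 further: plate controls were vehicle for no effect and reference ligand for full effect; a part of the inactive calls stands beside numbers as strong as those of hits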
# * hit, by the source's call; nt = not tested or not shown; & = joins results of further samples. Only part of the results is shown; count on the stated rates, not on these rows.
SMILES | MKP-3 inhibition | Hsp70 inhibitors
O=C(NC(NCCCN1CCOCC1)(C(F)(F)F)C(F)(F)F)C1CCCCC1 | -12% | -2.0%
Nc1ccc(-c2nc3ccc(N)cc3o2)cc1 | -5% | -0.7%
CCOc1ccc(N2C(=O)/C(=C/c3cccs3)SC2=S)cc1 | 2% | -4.6%
COc1cc(C(=O)NCCN2CCCC2)cc(OC)c1OC | nt | 5.3%
COCCCNS(=O)(=O)c1ccc([N+](=O)[O-])cc1 | 4% | 1.2%
CCC(C)C(=O)N1c2ccc(OC)cc2-c2c(ssc2=S)C1(C)C (centres undefined) | 0% | -2.7%
COC(=O)c1ccc(N2C(=O)CC(N3CCOCC3)C2=O)cc1 (centres undefined) | -4% | -1.1%
COc1cc(C(=O)Nc2ccc3c(c2)C(=O)N(CCC(=O)O)C3=O)cc(OC)c1OC | -1% | -0.8%
COc1ccc(NC(=O)CN(c2ccc(C)cc2)S(=O)(=O)c2ccc(SC)cc2)cc1OC | 0% | 3.8%
COc1cc(NC(=O)c2cc3nc(-c4ccccc4)cc(C)n3n2)cc([N+](=O)[O-])c1 | 0% | 5.3%

# One compound at a time (already shown):
# CCOc1ccc(N2C(=O)/C(=C/c3cccs3)SC2=S)cc1 in the list: MKP-3 inhibition = 2%; Hsp70 inhibitors = -4.6%
# COCCCNS(=O)(=O)c1ccc([N+](=O)[O-])cc1 in the list: MKP-3 inhibition = 4%; Hsp70 inhibitors = 1.2%
# Nc1ccc(-c2nc3ccc(N)cc3o2)cc1 in the list: MKP-3 inhibition = -5%; Hsp70 inhibitors = -0.7%

# (next part)
SMILES | MKP-3 inhibition | Hsp70 inhibitors
O=C1CC(c2ccccc2)CC2=C1C(c1cc(F)ccc1F)Nc1ccccc1N2 (centres undefined) | 4% | -2.4%
Cc1cc(C)n2ncc(C(=O)NCc3cccnc3)c2n1 | -4% | -0.1%
O=C1C2C3C=CC(C3=C(c3ccccc3)c3ccccc3)C2C(=O)N1Cc1ccccc1 (centres undefined) | nt | 1.2%
O=C(Nc1ccc(-c2nc3ccccc3[nH]2)cc1)c1ccc(Cl)cc1 | 5% | -2.7%
COc1c(C)cc(S(=O)(=O)NC2CC(C)(C)NC(C)(C)C2)c(C)c1C | nt | -4.8%
COc1cccc(C2(c3cccc(OC)c3)CC2C(=O)Nc2cccc([N+](=O)[O-])c2)c1 (centres undefined) | 6% | -2.6%
O=C(NCc1ccc2c(c1)OCO2)C1CCN(S(=O)(=O)c2cccs2)CC1 | 5% | -3.1%
COc1ccc(CNc2nn[nH]n2)cc1OC | nt | -9.1%
COC(=O)CN(c1ccc(OC)cc1)S(=O)(=O)c1ccc(OC)c(OC)c1 | 2% | 4.3%
Cc1oc(-c2ccccc2)nc1C(=O)Nc1nccs1 | 6% | -7.0%

# (continued)
SMILES | MKP-3 inhibition | Hsp70 inhibitors
COc1ccc(C(=O)NC23CC4CC(CC(C4)C2)C3)cc1OC | -1% | -1.5%
Cc1[nH]n(C(N)=S)c(=O)c1N=Nc1ccc(S(=O)(=O)N2CCCCCC2)cc1 | nt | -0.2%
CN(c1ccc(C(=O)N2CCN(c3ccc(F)cc3)CC2)cc1)S(C)(=O)=O | -7% | 1.6%
COc1ccc(Cl)cc1NC(=O)c1ccccc1C | nt | -2.0%
O=[N+]([O-])c1ccc(NC(=S)Nc2ccccc2)c(O)c1 | 4% | 5.5%
CCOP(=O)(OCC)c1nc(/C=C/c2ccccc2)oc1NCc1ccc(OC)cc1 | nt | -0.2%
O=C(CS(=O)(=O)Cc1ccccc1)N1CCN(Cc2ccc3c(c2)OCO3)CC1 | 0% | -0.1%
CCOc1cccc2c1N(C(=O)c1ccccc1)C(C)(C)C(=S)C2=C1SC(C(=O)OC)=C(C(=O)OC)S1 | 1% | -0.6%
Cc1oc(-c2ccccc2Cl)nc1CSCC(=O)NC1CC1 | nt | -1.3%
Cc1cc(Nc2ccc(F)cc2F)n2ncnc2n1 | -9% | 2.2%

# (listing goes on)
SMILES | MKP-3 inhibition | Hsp70 inhibitors
CC1(C)Cc2c(C#N)c(SCCC#N)nc(N3CCOCC3)c2CS1 | 10% | 1.8%
Cc1cccc(N2C(=O)c3ccccc3C2=O)n1 | -14% | 2.2%
O=C1/C(=C/c2ccc(C(F)(F)F)cc2)SC(=S)N1Cc1ccccc1 | 2% | -6.2%
Fc1ccccc1OCCOCCOc1ncnc2ccccc12 | -1% | -2.3%
CCOC(=O)N1CCC(N2C(=O)c3ccccc3C2Nc2cc(C(=O)OC)cc(C(=O)OC)c2)CC1 (centres undefined) | 7% | 4.3%
O=C1C=CC(=O)N1c1ccccc1SC(F)(F)F | 4% | -3.5%
CCOc1ccc(S(=O)(=O)N(CC(=O)NC(C)(C)C)c2ccc(C)cc2)cc1 | 3% | -2.0%
O=C1C(=O)N(CCCN2CCOCC2)C(c2ccccn2)/C1=C(\O)c1ccc2c(c1)OCCO2 (centres undefined) | -12% | 3.0%
C=CCNS(=O)(=O)c1cccc2cc(C(=O)O)c(O)cc12 | -4% | 18%
O=S(=O)(c1ccc2c(c1)OCO2)N1CCN(c2nnnn2-c2ccccc2)CC1 | -8% | 6.6%

# Remaining list, next part:
SMILES | MKP-3 inhibition | Hsp70 inhibitors
O=C(Nc1ccccc1)c1ccc(S(=O)(=O)N2CCCC2)cc1 | -15% | 5.4%
COc1cc(S(=O)(=O)Nc2ccccn2)ccc1F | nt | 1.5%
COc1cccc(CNC(=O)C2CCN(S(=O)(=O)N3CC(C)CC(C)C3)CC2)c1 (centres undefined) | 8% | -2.2%
C=CCn1c(Cc2cccs2)nnc1SCC(=O)c1ccc2ccccc2c1 | nt | -0.5%
Cc1ccc(C)c(NC(=O)C2CC=CCC2C(=O)O)c1 (centres undefined) | -7% | 0.8%
COc1cc(C(=O)N/C(=C/c2cccc([N+](=O)[O-])c2)C(=O)Nc2ccc(C)cc2)cc(OC)c1OC | 1% | 2.0%
C=CCOc1ccccc1C=C1C(=O)NC(=S)NC1=O | 0% | -0.5%
COc1ccc(N=Cc2ccc(Br)s2)c([N+](=O)[O-])c1 | 2% | 0.6%
O=C(c1ccccc1-c1nc(-c2ccccc2)no1)N1CCCC1 | -3% | 4.5%
CC(C)CSc1nnc(N)s1 | nt | 0.7%

# (further entries)
Molecule | MKP-3 inhibition | Hsp70 inhibitors
Cc1ccccc1S(=O)(=O)NC1OC(=O)C(Cl)=C1Cl (centres undefined) | 6% | 20%
NC1=NC(=O)C(CC(=O)Nc2ccccc2[N+](=O)[O-])S1 (centres undefined) | 0% | 0.0%
CC(=O)SC(CC(=O)c1ccccc1)c1cn(-c2ccccc2)nc1-c1ccc(C)cc1 (centres undefined) | 5% | -2.6%
O=C(NCCCn1ccnc1)c1cccc([N+](=O)[O-])c1 | 4% | 1.6%
COc1ccc(CCNC(=O)C2CCN(S(=O)(=O)c3c(C)noc3C)CC2)cc1OC | -6% | nt
CCC(NC(=O)Nn1cnnc1)(C(F)(F)F)C(F)(F)F | -4% | 0.2%
Cc1csc(NC(=O)CCn2c(=O)oc3ccccc32)n1 | 0% | -2.9%
COc1ccccc1NC(=O)C1=C(C)Nc2nnnn2C1c1cc(Br)ccc1OC (centres undefined) | 1% | 1.0%
O=C(Nc1nc(-c2ccc(Cl)cc2)cs1)C12CC3CC(CC(C3)C1)C2 | 3% | 3.7%
Cc1cc2nc(-c3cc(NC(=O)COc4ccc([N+](=O)[O-])cc4)ccc3O)oc2cc1C | -4% | -0.1%
Nc1ncnc2nc(SCCc3ccccc3)[nH]c12 | -9% | -1.5%
COc1cccc(NC(=S)NC(=O)c2ccc(Cl)cc2)c1 | 1% | 2.2%
COc1cccc(NC(=O)c2oc3ccccc3c2NC(C)=O)c1 | -8% | -0.5%
CC(C)C(c1nnnn1Cc1ccc2c(c1)OCO2)N1CCN(c2ccccc2)CC1 (centres undefined) | -10% | -1.6%
CNC(=O)C1CC(=O)N(Cc2ccc(OC)c(OC)c2)C(=Nc2ccc(OC)cc2)S1 (centres undefined) | nt | 0.1%
C=CCOc1ccc(/C=C2\C(=O)N(c3cccc(C(=O)O)c3)N=C2C)cc1OC | -4% | 6.0%
CC(NC(N)=O)C12CC3CC(CC(C3)C1)C2 (centres undefined) | 1% | 3.6%
c1ccc(CN2CCC(N3CCN(Cc4ccncc4)CC3)CC2)cc1 | 2% | -3.0%
CC(=O)c1c(C)[nH]c(C(=O)Nc2ccc3c(c2)OCCO3)c1C | -5% | -1.0%
CCSc1nnc(NC(=O)c2csc3c2CCCC3)s1 | -2% | -2.5%

# New compounds follow.
Molecule | MKP-3 inhibition | Hsp70 inhibitors
Nc1nc2ccccc2n1CCOc1ccccc1Cl | 2% | -0.5%
Cc1ccc(C)c(OCCCCCCn2ccnc2)c1 | 0% | -4.1%
COc1ccc(NC(=O)c2ccc(OC3CSC3)cc2)cc1 | 4% | 3.3%
COc1ccc(OC)c(NC(=O)c2nnn(Cc3ccccc3C)c2N)c1 | 2% | 4.2%
NC(=O)NC(Cc1ccccc1)c1ccccc1 (centres undefined) | 0%&0% | 3.9%&-4.5%
CC1=C(C(=O)OC2CCCCC2)C(c2cccc3ccccc23)C2=C(CCCC2=O)N1 (centres undefined) | 1% | -1.3%
CCOC(=O)c1c(CN2CCCCC2)oc2ccc(O)cc12 | -10% | -5.6%
CCCCn1c(/N=C/c2cc(OC)ccc2O)nc2ccccc21 | -14% | 0.4%
CCn1cc2c(c1-c1cccc(C)c1)c(=O)n(C)c(=O)n2C | 4% | 0.1%
COc1ccc(CCNC(=O)CSc2nc(O)c(CC(C)C)c(=O)[nH]2)cc1OC | -2% | 6.8%
CCOn1c(=O)c(-c2ccc(OC)c(OC)c2)[n+]([O-])c2ccccc21 | nt | 16%
CSC1=[N+](c2ccccc2)C(O)C(C)CN1 (centres undefined) | 3% | 3.3%
O=C(c1ccc(-c2nnc(Nc3ccccc3)c3ccccc23)cc1)N1C[C@H]2C[C@H](C1)c1cccc(=O)n1C2 | nt | -3.4%
CCOC(=O)c1[nH]c2ccccc2c1NC(=O)c1ccc(Br)o1 | nt | -2.0%
Cc1ccc(OCC(=O)N2CCN(c3nnc(-c4ccccc4)c4ccccc34)CC2)cc1 | nt | -0.9%
COc1ccc(OC)c(-n2nnnc2SCC(=O)O)c1 | nt | -5.0%
CC1=C(C(=O)Nc2ccc(C)cc2)C(c2cccc3ccccc23)NC(=S)N1 (centres undefined) | 0% | 4.6%
O=C(Nc1ccccc1[N+](=O)[O-])c1ccccc1Cl | 3% | 0.3%
CCc1ccccc1NC(=O)c1ccc2c(c1)OCO2 | 0% | 0.8%
O=C(Nc1cccc([N+](=O)[O-])c1)c1ccc(-c2ccccc2)cc1 | -1% | -1.2%

# Further results:
Molecule | MKP-3 inhibition | Hsp70 inhibitors
O=C(OCn1nnc2ccccc2c1=O)c1cccs1 | -1% | -2.3%
COc1ccc(S(=O)(=O)N2CCCCC2)cc1Br | 3%&5% | 4.0%&-0.6%
CCc1ccc(NC(=O)C(=O)NC2CC(C)(C)NC(C)(C)C2)cc1 | 0% | nt
c1ccc(-c2nnc3sc(CN4CCC5(CC4)OCCO5)cn23)cc1 | 9% | 3.6%
O=C1Nc2ccc([N+](=O)[O-])cc2C12NN=C(c1ccccc1)S2 (centres undefined) | 7% | 15%
CCn1c(CSc2nc3ccccc3[nH]2)n[nH]c1=S | 1% | -0.3%
COC(=O)C1CCN(C(=O)Cc2ccc(OC)c(OC)c2)CC1 | 0% | 6.0%
CC(C)=CC(=O)CC(C)(O)c1ccccc1 (centres undefined) | 0% | 0.9%
Cc1ccc(-c2nc(CSCC(=O)NCCCN3CCOCC3)c(C)o2)cc1 | nt | 16%
Cc1ccc(-n2c(SCC(=O)Nc3ccc4c(c3)OCCO4)nnc2-c2ccco2)cc1 | -7% | -4.2%
O=C(CSc1nnc(Cc2cc(=O)[nH]c(=O)[nH]2)n1-c1ccccc1)N1CCCCC1 | -4% | 1.7%
CCCOC(=O)c1c(-c2ccc(-c3ccccc3)cc2)csc1N | 0% | -1.2%
O=[N+]([O-])c1ccc(-c2nnc(-c3ccc4c(c3)OCO4)o2)cc1 | 0% | -1.5%
O=C(NNc1nc(-c2ccccc2)c2cc(Br)ccc2n1)c1ccccc1 | 1% | -2.7%
O=C1CCCC2=C1C1(O)C(=O)c3ccccc3C1(O)O2 (centres undefined) | 11% | 12%
CCOCCCN1C(=O)CN(C2CCCCC2)C(=O)C1c1ccc(OCC)c(OC)c1 (centres undefined) | -3% | -6.4%
O=C(CC12CC3CC(CC(C3)C1)C2)NCCN1CCOCC1 | -3% | 0.5%
Cc1ccc(-c2nnc(SCC(C)C)n2C)cc1 | nt | 8.8%
Cc1cc(C=C2C(=O)NC(=O)NC2=O)c(C)n1-c1cccc([N+](=O)[O-])c1 | 2% | 4.9%
O=C(/C=C/c1ccc(Cl)cc1)NCCc1nc2ccccc2[nH]1 | 1% | -4.6%

# Part of the list above in order of number of heavy atoms, falling.
Molecule | MKP-3 inhibition | Hsp70 inhibitors
CCCOC(=O)c1c(-c2ccc(-c3ccccc3)cc2)csc1N | 0% | -1.2%
O=C1Nc2ccc([N+](=O)[O-])cc2C12NN=C(c1ccccc1)S2 (centres undefined) | 7% | 15%
O=C(CC12CC3CC(CC(C3)C1)C2)NCCN1CCOCC1 | -3% | 0.5%
COc1ccc(S(=O)(=O)N2CCCCC2)cc1Br | 3%&5% | 4.0%&-0.6%
CC(C)=CC(=O)CC(C)(O)c1ccccc1 (centres undefined) | 0% | 0.9%

# (next part)
Molecule | MKP-3 inhibition | Hsp70 inhibitors
Cc1cc(Cl)ccc1OCC(O)CN1CCN(Cc2ccccc2)CC1 (centres undefined) | 5% | 0.5%
CC1(C)CC(=O)c2c(oc3cc(O)c(O)cc23)C1 | nt | -0.6%
Cc1ccc(OCc2nnc(SCC(=O)Nc3ccc4c(c3)OCO4)n2C)cc1 | -4% | -1.3%
O=C(Nc1ccc(Br)cc1)C1C2/C=C\CCCCC21 (centres undefined) | 4% | 3.2%
N#CC1=C(SCc2ccccc2)NC(=O)CC1c1ccco1 (centres undefined) | -5% | -5.0%
CC(NC(=O)c1cc2ccccc2o1)C(=O)O (centres undefined) | -1% | -2.2%
COC(=O)CCC(=O)CN | -6% | -2.2%
